CaV13 ICDI inh: Disruptors of the CACNA1D IQ motif to Ca2+-dependent inactivation inhibitor domain association, primary screening, Förster resonance energy transfer in intact living … | HEK cells, CFP/YFP FRET ICDI-IQ, plate reader, 10 min; percent FRET-ratio fall versus neutral wells | inhibition, % at 12.3 µM | actives 0.098% (n = 340,000) | AID 743397;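 active = mean replicate inhibition of at least 30% and at least 1% of replicates passing that level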;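 also: 0% = median of the neutral control wells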
HTR2A ag: mouse Htr2a agonists via beta-arrestin recruitment, primary screen, cell-based, luminescence; actives 0.66% (n = 360,000); CHO-K1 mHTR2A beta-arrestin complementation; percent of 30 µM serotonin response; activation, % at 7.6 µM; AID 624169, 2012;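 active = activation above a run cutoff, the mean activation of all tested compounds plus 3 SD, cut at about 14% in these data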;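 also: 0% = plate median of compound wells and 100% = 30 µM serotonin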
Vif imaging: HIV Vif self-association inhibitors, primary screen, imaging, HEK293T, single point | HEK293T cells, Vif self-association by quenched fluorescence, 24 h | inhibition, % at 7.49 µM | actives 0.35% (n = 340,000) | AID 602346, 2012; in the data active = inhibition above about 50%, passing the limit was not always enough; also: some results filed as inactive read as strong as hits
H9c2 protect: cardioprotection against H2O2-induced cell death, primary screen, uHTS, H9c2 cells, ATPLite luminescence | H9c2 cardiomyocytes, H2O2 injury protection, 2 h | protection from H2O2 cell death, % at 20 µM | actives 0.63% (n = 360,000) | AID 588492, 2011;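 active = compounds giving at least 50% protection of heart cells from peroxide-induced death in the single-dose screen, raw or plate-pattern-corrected value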;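 also: 0% = DMSO wells with peroxide and 100% = DMSO wells without peroxide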
PDI inh: inhibitors of human PDI, primary screen, biochemical, turbidity, single point, plate reader. PDI insulin aggregation turbidity, A650, 90 min. inhibition, % at 10 µM. actives 0.052% (n = 350,000). AID 588391, 2011;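 active = mean inhibition across replicates of 30% or more, whatever share of single replicates reach that level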;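 also: absorbance from insulin aggregation driven by PDI reduction with DTT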
aDG glyco up: activators of alpha-DG glycosylation, primary screen, uHTS, Pro5-aDG cells, AlphaScreen; alpha-DG glycosylation AlphaScreen (IIH6); 0% Pro5, 100% B10-LARGE cell signal; activation, % at 10 µM; actives 0.22% (n = 360,000);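 active = activation of at least 8% versus controls, or a plate z-score of at least 8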;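 also: Pro5 are CHO cells carrying HIG-tagged alpha-DG that lacks glycosylation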
Glyco luc inh: increase of ERlucT glycosylation luciferase signal, primary screen, N-linked glycosylation inhibitor project, D54 ERlucT cells, luminescence, set 2; D54 ERlucT glycosylation luciferase reporter, 24 h; percent of 100 nM tunicamycin response; reporter increase, % at 12.5 µM; actives 0.23% (n = 360,000);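 active = mean luciferase reporter signal, scaled so untreated is 0 and the glycosylation-blocking control 100, at or above a set limit in every replicate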;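 also: luciferase carries N-glycosylation sites so blocking glycosylation raises the light; 0% = median of neutral control wells and 100% = median of 100 nM tunicamycin wells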
hiPSC survival: enhancers of single-cell hiPSC survival, primary screen, ATPlite luminescence | AID 602274, 2012 | 100% = ROCK inhibitor wells, 0% = DMSO | actives 0.044% (n = 360,000) | survival enhancement, % at 20 µM; in the data active = survival enhancement above about 18%;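 also: cells exposed to compounds for 16 hours before the ATP read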
ABCB6 inh 2: ABCB6 transporter inhibitors, primary screen, K562-ABCB6 cells, flow cytometry, MLPCN library | ATP-binding cassette sub-family B member 6 (Homo sapiens), Q9NP58 | K562-ABCB6 porphyrin accumulation, 1 h; stronger effect = lower value | fluorescence ratio to DMSO, % at 10 µM | actives 0.19% (n = 360,000) | AID 602162, 2011;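 active = fluorescence ratio to DMSO below 75%, the collection mean minus 3 SD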;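 also: signal is porphyrin accumulated inside mitochondria; 100% equals median channel fluorescence of DMSO control wells; lower ratio means ABCB6 inhibition with less porphyrin fluorescence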
Target sequence (Q9NP58 whole entry, looked up): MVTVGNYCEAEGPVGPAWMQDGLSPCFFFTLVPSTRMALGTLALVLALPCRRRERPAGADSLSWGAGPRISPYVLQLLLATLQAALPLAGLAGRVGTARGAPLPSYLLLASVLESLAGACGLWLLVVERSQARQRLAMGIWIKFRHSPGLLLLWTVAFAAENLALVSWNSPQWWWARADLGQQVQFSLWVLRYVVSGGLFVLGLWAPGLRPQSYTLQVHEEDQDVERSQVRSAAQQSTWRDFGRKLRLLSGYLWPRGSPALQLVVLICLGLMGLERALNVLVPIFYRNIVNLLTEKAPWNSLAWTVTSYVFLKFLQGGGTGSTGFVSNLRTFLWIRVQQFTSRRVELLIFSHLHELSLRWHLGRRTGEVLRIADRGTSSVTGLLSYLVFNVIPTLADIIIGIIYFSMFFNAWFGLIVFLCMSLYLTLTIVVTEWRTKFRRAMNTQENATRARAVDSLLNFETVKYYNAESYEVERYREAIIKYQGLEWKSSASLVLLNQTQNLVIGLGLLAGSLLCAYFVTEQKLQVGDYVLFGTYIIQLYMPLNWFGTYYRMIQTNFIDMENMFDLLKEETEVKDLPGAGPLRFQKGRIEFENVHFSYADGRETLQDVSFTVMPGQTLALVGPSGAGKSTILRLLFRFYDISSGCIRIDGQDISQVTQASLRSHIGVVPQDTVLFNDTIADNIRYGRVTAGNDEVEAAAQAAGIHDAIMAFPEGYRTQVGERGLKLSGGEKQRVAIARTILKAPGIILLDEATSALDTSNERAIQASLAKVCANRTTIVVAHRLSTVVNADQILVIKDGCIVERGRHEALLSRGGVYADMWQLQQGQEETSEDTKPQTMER
Granule exo inh: LAMP-1 surface exposure blockers, TALL-104 cells – cell-based, flow cytometry, MLPCN library, primary screen; TALL-104 LAMP-1 surface exposure; cells stimulated with thapsigargin and PMA; inhibition, % at 10 µM; actives 0.66% (n = 360,000); AID 651702, 2012;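 active = inhibition above about 55%, limit read from the data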
Numbers without * were called inactive; . = no result given; & = joins results of further samples; ! = repeats disagree.

SMILES	CaV13 ICDI inh	HTR2A ag	Vif imaging	H9c2 protect	PDI inh	aDG glyco up	Glyco luc inh	hiPSC survival	ABCB6 inh 2	Granule exo inh
COc1ccc(-c2cn3ccccc3n2)cc1[N+](=O)[O-]	-5	-1	.	-7	-44	0.8	0	-3.0	93	2
O=C(C1CCCC1)N1CCC(CC2CC(c3cccc(Br)c3)=NO2)(C(=O)NCC2CCCCC2)CC1 (stereo not given)	-4	-12	-1	0	-5	2.2	-4	-2.4	95	-6
CC1(C(=O)NS(=O)(=O)C2CC2)CCCN(C(=O)c2c(F)cccc2F)C1 (stereo not given)	-4	-3	9	-1	-4	0.1	0	0.2	106	-11
CC(C)Cn1c(SC(C)C(=O)NCC2CCCO2)nc2ccc(Cl)cc2c1=O (stereo not given)	-2	3	6	1	10	-0.1	-1	-0.5	92	11
CC(C)N1C(=O)CCC1C(=O)O (stereo not given)	-4	0	-2	2	-5	-0.1	0	-1.1	101	1
N#CCCN(C(=O)COC(=O)CCC(=O)c1cccs1)c1ccccc1	-2	6	-4	-4	-7	0.1	3	-0.4	99	-3
COc1ccc(O)c(CN2CCC(n3nccc3NC(=O)CCOc3ccccc3)CC2)c1	-6	1	2	-2	3	-0.1	-1	1.6	99	-2
CN(C)C(=O)CN1CCN(Cc2cn(C)nc2-c2ccc3c(c2)OCCO3)CC1	-6	-1	-7	0	3	0.2	2	0.5	96	4
N#Cc1ccccc1Sc1ccccc1N	-7	-3	7	4	5	0.0	-2	0.1	95	1
COC(=O)c1ccccc1-c1ccc(C(c2c(C)[nH][nH]c2=O)c2c(C)[nH][nH]c2=O)o1	-7	-1	0	-8	0	0.2	29*	-1.0	95	3
CCCN(CC1CC1)C(=O)CSc1ncnc2sccc12	-3	5	3	-3	0	-0.5	0	2.1	95	-2
O=C(O)/C=C/C(=O)NNc1ncnc2ccccc12	-1	4	1	8	-3	0.0	4	0.9	97	-3
COc1ccc(OC)c(NC(=O)Nc2cccc3ccccc23)c1	-8	-3	0	4	9	0.0	-3	-1.5	100	0
NCCCC[C@H](N[C@@H](CCc1ccccc1)C(=O)O)C(=O)N1CCC[C@H]1C(=O)O	-4&-3	2&-1	79*!	-4&6	-5&-1	0.0&-0.1	0&2	0.4&-0.3	96&101	0&-2
COc1cccc(CSc2nc3cc4c(cc3cc2C)OCCO4)c1	-5	-6	-7	-5	-2	0.4	1	2.8	91	-2
O=S1(=O)CC(N2CCN(CCO)CC2)CN1Cc1ccccc1 (stereo not given)	-6	-4	.	8	.	0.2	1	1.0	92	0
CCOc1cc(CNC(C)(C)CO)cc(Br)c1OCc1ccc(Cl)cc1Cl	-5	3	.	-8	9	0.1	-1	-1.4	83	66*
C=CCn1c(C)c(C(=O)OCC)c2cc(O)c3ccccc3c21	-13	-2	-4	-1	9	0.0	2	-0.2	97	-3
COCCNc1ncnc2c1ncn2[C@H]1CN(Cc2cccs2)C[C@@H](CO)O1	-9	5	12	5	-4	-0.1	2	-2.2	100	10
CCCN1C(=O)c2ccccc2NC1c1ccc(OC)cc1O (stereo not given)	.	2	-1	3	2	-0.2	-10	1.6	.	-3

Quoted from the listing:
Reading for CCCN(CC1CC1)C(=O)CSc1ncnc2sccc12 in aDG glyco up: -0.5
Reading for O=C(C1CCCC1)N1CCC(CC2CC(c3cccc(Br)c3)=NO2)(C(=O)NCC2CCCCC2)CC1 (stereo not given) in PDI inh: -5
Reading for COCCNc1ncnc2c1ncn2[C@H]1CN(Cc2cccs2)C[C@@H](CO)O1 in hiPSC survival: -2.2

(further entries)
SMILES	CaV13 ICDI inh	HTR2A ag	Vif imaging	H9c2 protect	PDI inh	aDG glyco up	Glyco luc inh	hiPSC survival	ABCB6 inh 2	Granule exo inh
COC(=O)c1cc(S(=O)(=O)N2CCN(c3ccc(F)cc3)CC2)cn1C	-2	-4	-1	-10	-8	-0.4	1	-0.5	99	-2
COC(=O)c1c(N2C(=O)Nc3ccccc3N2O)sc(C)c1C	-17	-2	-18	13	-4	0.7	1	-1.3	95	-8
O=C(CSc1nnc(Cc2ccc3c(c2)OCO3)n1C1CCCCC1)NC1CCCC1	.	-1	-3	2	2	0.0	-3	-0.5	97	0
CCOc1ccc(S(=O)(=O)N2CCC(C(=O)N3CCCCCC3)CC2)cc1C	-6	-2	-8	-6	19	2.3	6	-0.4	93	2
CCCCCC(=O)Nc1ccc(S(=O)(=O)Nc2nccc(C)n2)cc1	-4	0	1	2	-1	-0.1	0	1.2	97	-3
CCCC1Cc2[nH]c(=O)c(C#N)cc2CO1 (stereo not given)	2	-2	6	12	-2	0.0	1	-0.4	99	-6
Cn1c(=O)oc2cc(S(=O)(=O)Nc3ccc(C(=O)O)cc3)ccc21	-6	-1	.	0	14	-0.2	1	13	103	4
CN(c1ccccc1C(=O)NCc1ccccc1Cl)S(=O)(=O)c1ccccc1	-5	-1	11	-3	7	-0.1	-2	-0.3	93	14
CCSc1ccc([C@@H]2[C@@H]3C(=O)N(C)C(=O)[C@@H]3[C@]3(C(=O)OC)CCCCN23)cc1OC	-10	8	-2	3	14	-0.3	-2	3.0	98	-10
Cc1c(-n2cccc2C=O)cccc1[N+](=O)[O-]	-4	7	-7	-2	7	-0.1	1	-0.3	91	2
COC(=O)CC1COc2ccccc2N1C(=O)c1cc(OC)c(OC)c(OC)c1 (stereo not given)	-13	5	2	-2	-12	0.0	1	-0.5	104	12
O=C(COC(=O)c1cc(=O)[nH]c2ccccc12)Nc1nc(-c2cccc(Br)c2)cs1	-5	-3	9	26	-13	0.2	4	0.7	87	-1
CCN1CCN(Cc2c(O)ccc3c2O/C(=C\c2ccccc2)C3=O)CC1	-18	0	-4	12	-4	0.4	-1	0.5	99	-1
COc1ccccc1C(C)NC(=O)Cc1ccc(S(=O)(=O)N2CCOCC2)s1 (stereo not given)	-7	-5	.	-9	8	0.1	1	0.0	94	-3
O=C(NNC(=O)c1cc(-c2cccc(Br)c2)nc2ccccc12)c1csc(N2CCOCC2)n1	-8	-2	-2	20	4	0.1	-2	-0.4	101	-4
COCCCNC(=O)C1CC(=O)N(c2ccc(C)cc2)C1 (stereo not given)	-5	0	6	-1	-2	0.0	-1	-0.4	100	-2
Cc1nc(N)c(Br)c(C)c1Br	-4	9	-1	1	-3	0.1	-1	-2.8	116	0
COc1ccccc1NCc1ccc([N+](=O)[O-])s1	-4	-3	16	7	5	-0.2	1	-1.1	99	-3
CCC(C(=O)NCc1ccco1)N(C(=O)CNS(=O)(=O)c1ccc(F)cc1)c1ccccc1F (stereo not given)	-3	-3	-5	0	-7	3.5*	0	0.1	93	11
COc1ccc(NC(=O)CSc2nnc(-c3ccc(C)cc3)n2N)cc1	-4	0	12	-3	-16	0.0	5	0.9	92	1
COc1ccc(S(=O)(=O)Cc2ccc(C(=O)N3CCN(c4cc(Cl)ccc4C)CC3)o2)cc1	22	1	11	2	8	0.3	-1	1.7	100	-2
Cn1c(CCN2CCOCC2)nc2cc(NC(=O)COc3ccccc3)ccc21	-4	-2	6	6	5	0.3	-10	-0.3	93	-6
CCOC(=O)Cn1c(=NC(=O)CSC(C)=O)sc2cc(F)ccc21	-6	0	-9	-7	.	0.1	4	-0.5	101	0
CC1=Nc2cc(C(=O)O)ccc2Sc2ccc(Br)cc21	-5	13	.	0	8	0.0	1	-1.6	102	0
N#CCCN(Cc1ccccc1)C(=S)Nc1ccccc1	-16	-1	-2	0	-3	0.2	2	2.1	104	-5
CCOC(=O)C1CCCN(Cc2cc(Br)c(OC)cc2OC)C1 (stereo not given)	-8	-10	-2	0	-8	0.2	3	0.1	98	2
CCCn1c(CCC(=O)O)nc2cc(S(N)(=O)=O)ccc21	-3	1	4	0	-1	-0.1	1	-0.3	100	10
COc1ccccc1Oc1ccc2c(c1)C(=O)N(c1cccc3ncccc13)C2=O	-1	-3	-33	-32	-12	0.3	-1	0.7	96	-8
CCOc1ccc2nc(NC(=O)c3ccc(OCC4CCCO4)cc3)sc2c1 (stereo not given)	-5	-3	-11	-5	-23	6.8	-3	-1.4	90	3
CCCCn1c(N)c(N(CC(C)C)C(=O)C2CCCN(C(=O)c3ccc(Cl)cc3)C2)c(=O)[nH]c1=O (stereo not given)	-6	-5	-1	0	1	0.4	2	-0.3	99	2
CCc1cc2c(-c3ccccc3)cc(=O)oc2cc1OC(=O)c1cccs1	-19	0	.	-9	-2	0.0	-1	0.3	99	0
COc1ccc(-c2nc(-c3ccncc3)no2)cc1	-18	-1	2	-9	-9	-0.1	-14	-0.5	99	4
CC1CN(C(=O)CCC(=O)N2CCCCC2)c2ccccc2O1 (stereo not given)	-7	-6	9	9	.	0.0	-1	0.3	104	-2
COc1ccc(CC(=O)OCN2C(=O)c3ccccc3C2=O)cc1	-7	-1	16	-2	-8	-0.1	1	-2.9	95	-2
O=C(NC1CCN(Cc2ccccc2)CC1)c1cccc(S(=O)(=O)Nc2ccc(F)cc2)c1	-3	-14	-2	-15	3	0.1	-6	-1.2	90	0
COC(=O)c1c(NC(=O)COc2ccc(Cl)cc2)sc2c1CC(C)(C)NC2(C)C	.	-4	-7	-17	-1	-0.9	-17	-0.3	104	48
COc1ccc(CN(CC(=O)NCC2CCCO2)C(=O)CNS(=O)(=O)c2ccc(C)cc2)cc1 (stereo not given)	-2	-1	-3	7	-5	0.0	2	0.6	103	0
CCCc1ccc2oc(C(=O)N3CCN(C4CCS(=O)(=O)C4)CC3)c(C)c2c1 (stereo not given)	-14	-4	-6	-1	7	2.5	-2	0.6	96	1
COc1ccc(S(=O)(=O)N2c3cc(C)ccc3OCC2C(C)(C)C)cc1 (stereo not given)	-5	5	-18	-16	-1	0.0	6	3.8	100	-2
COc1cccc(/C=C2\SC(=S)N(CCCC(=O)NC3=NCCS3)C2=O)c1	-6	-3	2	0	-3	0.0	0	-0.2	98	25
CC(/C=C1\SC(=S)N(NC(=O)c2cccc(O)c2)C1=O)=C\c1ccccc1	-5	-2	8	-2	4	-0.2	3	-1.4	92	9
CC1NS(=O)(=O)c2cc([N+](=O)[O-])ccc21 (stereo not given)	-5	0	.	.	.	0.2	.	0.2	96	-2
CN(C(=O)c1cccc(NC(=O)Cc2ccc(NC(=O)C3CCCN(C(=O)C4CCCCC4)C3)cc2)c1)C1CC1 (stereo not given)	-5	-1	-6	-2	8	-0.3	0	4.4	101	12
O=C(NCCCN1CCCC1)c1ccc2c(c1)N(Cc1ccccc1F)C(=O)c1ccccc1S2(=O)=O	-3	-11	17	12	7	5.5	-2	-0.6	96	5
